# NPR1 activator – GC-A stimulated cGMP production enhancers – HEK293 GC-A cells, cGMP TR-FRET, EC30 ANP, primary screen; activation, % at 10 µM; 0% at EC30 ANP, 100% saturating ANP; 370,000 tested, 0.14% active; in the data active = activation above about 40%
# ADAM10 inh – human ADAM10 inhibitors, primary screen, biochemical, QFRET, HTS; inhibition, % at 7 µM; 370,000 tested, 0.62% active; Disintegrin and metalloproteinase domain-containing protein 10 (Homo sapiens), O14672; recombinant ADAM10, EDANS/DABCYL FRET peptide cleavage, 3 h;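 active = inhibition above a per-campaign cutoff equal to the mean of compounds falling between control-based bounds plus 3 SD, cut at about 20% in these data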;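 note: 0% = DMSO wells while the 100% control is not disclosed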
# KLK7 zymogen act – proKLK7 zymogen activators, primary screen, biochemical, fluorescence intensity | 370,000 tested, 0.9% active | activation, % at 7 µM | purified proKLK7, EDANS-DABCYL substrate fluorescence; 100% is mature enzyme control, 0% vehicle | AID 652039, 2013;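 active = activation above the mean of all tested compounds plus 3 SD, computed per campaign excluding outliers beyond control limits, cut at about 13% in these data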
# HGIII-sPLA2 inh – human group III sPLA2 inhibitors, primary screen, biochemical, QFRET, BODIPY PC-A2 liposome substrate | AID 743126, 2013 | 370,000 tested, 0.56% active | inhibition, % at 12.2 µM | QFRET BODIPY PC-A2 liposome hydrolysis, fluorescence;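 active = inhibition above mean plus 3 SD of compounds lying within the high and low control bounds, cut at about 19% in these data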;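 note: 0% = median of test compound wells and 100% = no enzyme DMSO wells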
# ASAP1 inh – inhibitors of human ASAP1 ArfGAP activity, primary screen, biochemical, fluorescence polarization; Arf-GAP with SH3 domain, ANK repeat and PH domain-containing protein 1 (Homo sapiens), …; ASAP1-stimulated ARF1 GTP hydrolysis, GDP FP detection; inhibition, % at 16.5 µM; 360,000 tested, 0.19% active; in the data active = inhibition above about 25%;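 note: 0% = vehicle with enzyme and substrate and 100% = no enzyme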
# Tn6 DDE FP – inhibitors of Tn6 peptide binding to fibrin DD(E), primary screen, biochemical, fluorescence polarization, human fibrin, Tn6 probe; Fibrin DD(E) TRITC-Tn6 fluorescence polarization displacement; 370,000 tested, 0.21% active; AID 720509, 2013; inhibition, % at 8.3 µM;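 active = inhibition above a per-campaign cutoff: mean of compounds within control limits plus 3 SD, cut at about 15% in these data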;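 note: 0% = median of all compound wells on the plate and 100% = blocking peptide control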
# FXN GAA850 act – FXN promoter activators, primary screen, cell-based, luciferase luminescence, HEK293 lucGAA850; 360,000 tested, 0.56% active; HEK293 lucGAA850 FXN promoter luciferase reporter, 24 h; percent of 10 µM SAHA response; activation, % at 6 µM;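 active = activation above the average of all compounds screened plus 3 SD, cutoff fixed separately per campaign, cut at about 7.5% in these data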;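 note: 0% = DMSO wells and 100% = 10 µM SAHA wells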
# ARFGAP1 inhibitor – inhibitors of rat ARFGAP1 GAP activity, primary screen, biochemical, fluorescence polarization, GDP tracer; ADP-ribosylation factor GTPase-activating protein 1 (Rattus norvegicus), Q62848; Arfgap1-stimulated ARF1 GTP hydrolysis, GDP FP detection; inhibition, % at 16.5 µM; 360,000 tested, 0.26% active;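 active = inhibition above a per-plate limit, mean inhibition of low control wells plus 3 SD, cut at about 25% in these data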;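 note: 0% = DMSO wells with enzyme and 100% = wells lacking Arfgap1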
#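 System: truncated rat Arfgap1 GAP domain / Medium: HEPES-based buffer, pH 7.5 / Also added: N-terminally truncated human ARF1-GTP substrate / Incubation: enzyme reaction 120 min at 25 °C after 20 min preincubation / Measured by: FP of antibody-bound GDP Alexa 633 tracer, ex 620/em 688 nm / Replicates: singlicate, each compound tested once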
# rCAG RNA binder – binders of r(CAG) RNA repeats, primary screen, biochemical, fluorescence. inhibition, % at 3 µM. 370,000 tested, 1.3% active. AID 651821, 2012. r(CAG) RNA repeat, TO-PRO-1 dye displacement fluorescence;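 active = inhibition above the plate cutoff, the mean of all test compounds on that plate plus 3 SD, cut at about 35% in these data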;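 note: 0% = DMSO alone and 100% = 100 µM mitoxantrone as full dye displacement; higher means more dye released from RNA so lower well fluorescence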
# NPR2 activator – human GC-B receptor activators, primary screen, HEK293 GC-B cells, cGMP TR-FRET, EC30 CNP; 370,000 tested, 0.11% active; AID 1920062, 2024; 0% at EC30 CNP, 100% saturating CNP; activation, % at 10 µM;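 active = activation at 10 µM reaching about 35% in either raw or pattern-adjusted values, limit read from the data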
# Target sequence (P20594 whole entry, looked up): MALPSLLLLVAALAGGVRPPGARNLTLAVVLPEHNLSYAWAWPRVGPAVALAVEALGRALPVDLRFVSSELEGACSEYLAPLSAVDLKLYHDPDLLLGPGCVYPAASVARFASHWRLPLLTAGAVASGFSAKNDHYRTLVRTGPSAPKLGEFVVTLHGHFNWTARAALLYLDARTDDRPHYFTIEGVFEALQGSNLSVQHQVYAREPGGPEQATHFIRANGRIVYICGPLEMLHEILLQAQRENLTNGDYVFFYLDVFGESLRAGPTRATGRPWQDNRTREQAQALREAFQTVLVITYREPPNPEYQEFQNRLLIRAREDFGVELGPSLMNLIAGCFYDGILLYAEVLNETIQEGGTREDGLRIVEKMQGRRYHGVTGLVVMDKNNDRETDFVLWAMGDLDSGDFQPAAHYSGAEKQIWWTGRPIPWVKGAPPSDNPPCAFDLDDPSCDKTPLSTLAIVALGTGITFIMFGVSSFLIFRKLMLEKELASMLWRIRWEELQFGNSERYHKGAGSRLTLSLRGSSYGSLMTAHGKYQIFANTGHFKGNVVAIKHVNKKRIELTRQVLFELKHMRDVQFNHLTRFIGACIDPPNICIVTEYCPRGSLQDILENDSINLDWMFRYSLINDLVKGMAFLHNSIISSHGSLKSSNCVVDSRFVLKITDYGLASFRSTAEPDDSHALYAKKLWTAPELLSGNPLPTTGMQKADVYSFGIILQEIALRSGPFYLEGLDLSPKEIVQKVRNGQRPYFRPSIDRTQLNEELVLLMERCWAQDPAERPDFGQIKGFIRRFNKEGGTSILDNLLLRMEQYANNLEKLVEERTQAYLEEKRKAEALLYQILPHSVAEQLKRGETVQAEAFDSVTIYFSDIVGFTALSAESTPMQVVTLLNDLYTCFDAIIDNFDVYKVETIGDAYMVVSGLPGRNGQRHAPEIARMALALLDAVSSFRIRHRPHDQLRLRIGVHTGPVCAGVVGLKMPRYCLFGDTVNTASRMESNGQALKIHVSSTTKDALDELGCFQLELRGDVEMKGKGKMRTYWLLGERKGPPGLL
# Active calls of the source: *; . = no result given.
# The opening six compounds, ahead of the listing:
SMILES,NPR1 activator,ADAM10 inh,KLK7 zymogen act,HGIII-sPLA2 inh,ASAP1 inh,Tn6 DDE FP,FXN GAA850 act,ARFGAP1 inhibitor,rCAG RNA binder,NPR2 activator
Cc1ccc(S(=O)(=O)NCCC(=O)Nc2ncccc2O)cc1C,-2,-14,0.7,-17,-8,0,-1.1,1,1,3
CCOC(=O)C1=C(COc2ccccc2)NC(=O)NC1c1ccc(Cl)cc1 (stereo not given),-8,-2,-0.5,7,5,-1,0.8,-7,-1,-11
CCOc1ccc(S(=O)(=O)NCCC(=O)OCC(=O)c2ccc(NC(C)=O)cc2)cc1,-1,0,-0.5,-3,-3,1,1.8,13,10,3
O=C(O)c1ccc(CNC(=O)c2ccc3c(c2)OCCO3)cc1,-2,-4,0.2,2,4,-1,0.4,7,0,3
COC(=O)C1=C(C)NC(=O)NC1c1ccc(-c2ccc(F)cc2)o1 (stereo not given),-4,-18,0.3,-7,1,-1,2.5,14,2,-2
CCOc1cc(NC(=O)C2CCCO2)c(OCC)cc1NC(=O)C1CC1 (stereo not given),0,2,0.1,0,6,11,-0.1,-3,-9,6

# This part in full, from the start:
SMILES,NPR1 activator,ADAM10 inh,KLK7 zymogen act,HGIII-sPLA2 inh,ASAP1 inh,Tn6 DDE FP,FXN GAA850 act,ARFGAP1 inhibitor,rCAG RNA binder,NPR2 activator
Cc1ccc(S(=O)(=O)NCCC(=O)Nc2ncccc2O)cc1C,-2,-14,0.7,-17,-8,0,-1.1,1,1,3
CCOC(=O)C1=C(COc2ccccc2)NC(=O)NC1c1ccc(Cl)cc1 (stereo not given),-8,-2,-0.5,7,5,-1,0.8,-7,-1,-11
CCOc1ccc(S(=O)(=O)NCCC(=O)OCC(=O)c2ccc(NC(C)=O)cc2)cc1,-1,0,-0.5,-3,-3,1,1.8,13,10,3
O=C(O)c1ccc(CNC(=O)c2ccc3c(c2)OCCO3)cc1,-2,-4,0.2,2,4,-1,0.4,7,0,3
COC(=O)C1=C(C)NC(=O)NC1c1ccc(-c2ccc(F)cc2)o1 (stereo not given),-4,-18,0.3,-7,1,-1,2.5,14,2,-2
CCOc1cc(NC(=O)C2CCCO2)c(OCC)cc1NC(=O)C1CC1 (stereo not given),0,2,0.1,0,6,11,-0.1,-3,-9,6
O=C(NCCO)c1ccc(-c2nnc(Nc3ccc(O)cc3)c3ccccc23)cc1,1,-6,-0.3,10,-4,2,-0.9,3,1,2
O=C(C[n+]1ccccc1)N/N=C/c1cc(Br)ccc1F,2,3,0.5,-8,-7,4,-1.1,-5,-1,0
CCOc1ccc(NS(=O)(=O)c2cc(C(=O)NCC3CCCO3)ccc2Cl)cc1 (stereo not given),-2,-1,0.3,2,-3,2,0.9,-2,0,-1
CCCC[n+]1c(C)sc2ccc(C)cc21,1,6,0.4,-4,0,-6,-0.2,11,3,0
COc1ccc(COC(=O)CN2C(=O)NC3(CC(C)CC(C)(C)C3)C2=O)cc1F (stereo not given),-2,-4,-0.3,10,12,-8,1.1,5,1,1
Cc1cc(C)c(S(=O)(=O)N2CCN(C(=O)c3cc(=O)[nH]c4ccccc34)CC2)c(C)c1,-3,-76,0.9,-2,3,4,3.2,-5,2,5
COc1ccc(-c2csc3ncn(CC(=O)N4CCOCC4)c(=O)c23)cc1,-10,2,-0.7,-3,5,-1,1.0,4,2,-1
CCOC(=O)C1CCN(C(=O)COc2cc(C)c(Br)cc2C)CC1,8,10,-0.2,-6,6,1,-2.4,4,1,4
COc1cccc(N=C2SC(C(=O)Nc3ccc(F)cc3)CC(=O)N2C)c1 (stereo not given),3,7,0.2,-19,9,3,3.0,14,3,-4
Cc1ccc(S(=O)(=O)N2CCN(Cc3ccsc3)CC2)cc1,-2,13,0.4,5,-2,-6,1.8,-9,-4,3
CCNCc1nc2cc(Cl)ccc2c(=O)[nH]1,1,6,-0.2,5,-12,3,2.6,1,0,1
O=C(CCN1C(=O)c2cccc3cccc(c23)C1=O)Nc1ccon1,2,-143,0.3,-3,4,-2,2.3,-2,-2,-3
COc1ccc(CNC(=O)c2ccc(CS(=O)c3ccccc3)o2)cc1 (stereo not given),5,-8,-0.2,2,-7,2,0.7,1,-1,-1
Cc1cc(NC(=O)c2cc(C(C)C)on2)no1,1,-1,-0.3,-2,2,3,3.8,3,-2,1
Cc1ccc(-n2nc(C)c(NC(=O)CCl)c2C)cc1,-1,1,-0.6,19,1,-2,5.8,1,1,0
Cc1nn2c(N)c(-c3ccccc3)cnc2c1-c1ccccc1,-10,-19,0.5,-1,4,1,3.2,0,1,-4
CCOc1ccc(/C(O)=C2/C(=O)C(=O)N(CCOCCO)C2c2cccnc2)cc1 (stereo not given),14,0,0.7,3,-7,-6,-1.0,-6,0,6
CCn1c(=N)c(S(=O)(=O)c2ccc(C)cc2)cc2c(=O)n3ccccc3nc21,3,-134,1.0,3,-12,8,.,-1,0,-5
CCSc1cc(C)nc2c(-c3ccccc3)c(C)nn12,-1,8,0.3,1,0,-5,4.1,-8,-2,-4
Cc1ccc(NC(=O)NC2CCCCCCC2)cc1,7,-9,0.0,1,-11,0,4.2,-1,-2,2
O=C(CCc1nnc(-c2ccsc2)o1)NCc1ccccc1OC(F)(F)F,4,3,0.2,-8,0,-2,2.4,-6,-6,-1
Cn1c2ccccc2c(=O)c2ccc(C#Cc3ccc(N)cc3)cc21,12,-84,-16,-10,17,-17,-5.0,17,31,4
CCOc1ccc(NS(=O)(=O)c2ccc(C(=O)NCc3cccnc3)cc2)cc1,-2,-3,-0.3,-6,-5,-4,0.1,8,-9,0
COc1ccc(OC(=O)c2cc3cc(Cl)ccc3oc2=O)cc1,1,-1,0.2,0,-2,-3,0.5,-6,-1,-2
S=c1[nH]nc(-c2ccn[nH]2)n1-c1ccccc1Cl,3,-4,-0.2,0,-24,6,2.6,-5,-2,4
Cc1cccc(C(=O)N2CCC(=O)N([C@H](COCc3cccc(Cl)c3)Cc3ccccc3)CC2)c1,-1,1,0.0,-7,-3,5,.,0,3,-5
C=CCN1C(=O)c2ccc(C(=O)OCC(=O)N(CC)C3CCS(=O)(=O)C3)cc2C1=O (stereo not given),4,-23,-0.1,10,-2,-8,0.7,-1,3,-1
COCCCN1C(=O)[C@H](CC(=O)NCC2CCCCC2)[C@]2(C(=O)OC)CCCCC=C12,4,0,-0.3,9,.,0,.,.,1,7
O=C(O)Cc1ccc(NS(=O)(=O)c2c(Cl)cccc2Cl)cc1,1,3,-0.1,0,-20,4,-1.7,4,2,3
CC1CCCC(C)N1/N=C/c1cccc([N+](=O)[O-])c1 (stereo not given),5,1,0.0,17,0,-6,1.7,6,-4,8
Cc1ccc(S(=O)(=O)N(C)C)cc1NC(=O)CCc1c[nH]c2ccccc12,0,2,-0.8,-31,3,-3,0.4,-9,0,1
Cc1ccc(C(=O)NNC(=S)Nc2cccc3ccccc23)s1,9,-52,-4.1,-2,7,3,2.0,-3,22,-4
O=C1N(Cc2cccnc2)C[C@@H]2C[C@@H](c3ccc4nsnc4c3)N3CCC[C@@]123,-3,-7,-0.1,2,0,-6,3.0,0,-5,0
Nc1nc2c(ncn2[C@@H]2O[C@H](C(=O)N[C@H](Cc3ccccc3)C(=O)NCc3ccc4c(c3)OCO4)[C@@H](O)[C@H]2O)c(=O)[nH]1,31,-12,-0.2,2,-2,8,.,-7,9,37*

# An excerpt from above in order of their number in FXN GAA850 act, high to low.
canonical_smiles	FXN GAA850 act
Cc1ccc(-n2nc(C)c(NC(=O)CCl)c2C)cc1	5.8
Cc1nn2c(N)c(-c3ccccc3)cnc2c1-c1ccccc1	3.2
O=C1N(Cc2cccnc2)C[C@@H]2C[C@@H](c3ccc4nsnc4c3)N3CCC[C@@]123	3.0

# Quoted from the listing:
# In ASAP1 inh, Cc1cc(NC(=O)c2cc(C(C)C)on2)no1 is listed with 2
# In rCAG RNA binder, Cc1ccc(S(=O)(=O)N(C)C)cc1NC(=O)CCc1c[nH]c2ccccc12 is listed with 0
# In ASAP1 inh, S=c1[nH]nc(-c2ccn[nH]2)n1-c1ccccc1Cl is listed with -24

# Following part.
SMILES,NPR1 activator,ADAM10 inh,KLK7 zymogen act,HGIII-sPLA2 inh,ASAP1 inh,Tn6 DDE FP,FXN GAA850 act,ARFGAP1 inhibitor,rCAG RNA binder,NPR2 activator
C/C(=N\Nc1nc(Cl)c(Cl)cc1Cl)c1ccc(S(=O)(=O)NCc2ccco2)cc1,0,-10,0.0,-3,2,1,3.3,-9,14,-4
CCOc1ccc(C(=O)Nc2ccccc2N2CCOCC2)cc1,2,-4,0.6,-1,9,-7,1.1,-3,-8,2
Nc1nc(NCc2ccccc2)nc(-c2ccccc2)n1,0,8,-0.2,-8,-2,1,2.4,3,0,4
O=C(CCC(=O)c1cccs1)OCC(=O)c1ccc(Cl)s1,-4,1,0.6,-21,12,-4,0.4,-3,2,-8
CN1N=C(C(C)(C)C)CSC1=Nc1ccc(F)cc1,-3,1,-0.2,0,4,2,2.1,-2,-5,-1
CCc1ccccc1NC(=O)c1cc(C2CC2)on1,0,-3,0.3,8,3,4,2.1,6,4,-1
O=C(Oc1ccccc1N1CCOCC1)c1ccccc1,-4,2,0.4,-1,-7,-1,0.1,4,-3,-1
Cc1ccc(NC(=O)C2CCCN(S(=O)(=O)c3c(C)noc3C)C2)nc1 (stereo not given),-1,4,0.5,2,14,-3,0.3,-7,-3,-1
CCCc1cc(-n2cnc3ccccc32)n2c(nc3ccccc32)c1C#N,17,-21,-1.4,-2,0,1,-1.0,0,-3,24
CCN(CC)CCN(C(=O)c1ccc(C(=O)c2ccccc2)cc1)c1nc2c(OC)cccc2s1,-5,-1,-0.2,-3,0,6,-2.3,-5,-4,-13

# Screens as filed in PubChem.
